CR mimetic SO – reduction of superoxide in aged yeast, primary screen, HTS | S. cerevisiae aged cells, superoxide DHE fluorescence; stronger effect = lower value | superoxide response (% of plate mean), % at 10 µM | actives 0.18% (n = 330,000) | AID 2690, 2010;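 active = superoxide response under a set limit, about three screen SD below normal, cut at about 65% in these data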;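 also: yeast aged for seven days with compound at 30 °C before DHE staining; 100% = average MFI of all compound-treated wells on the plate with controls excluded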
LAP4-GFP MLPCN – modulators of LAP4-GFP expression in yeast, primary screen, S. cerevisiae, multiplex flow cytometry, MLPCN library; actives 0.34% (n = 320,000); 3 h; median GFP as percent of DMSO wells; GFP response vs DMSO, % at 10 µM; AID 2023, 2009;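 active = GFP response vs DMSO above a set limit, about the screen mean plus 3 SD, cut at about 150% in these data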
RPL19A-GFP yeast – RPL19A-GFP expression modulators in yeast, primary screen, cell-based, S. cerevisiae, multiplex flow cytometry, MLPCN; S. cerevisiae RPL19A-GFP strain, 3 h; stronger effect = lower value; percent response vs DMSO, % at 10 µM; actives 0.3% (n = 330,000);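 active = percent response vs DMSO below 50%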;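 also: median channel GFP fluorescence of the barcoded RPL19A-GFP strain; ratio of sample median GFP to plate DMSO average so 100% = DMSO; lower means less RPL19A-GFP as with rapamycin TOR inhibition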
MEP2 TOR yeast – modulators of MEP2-GFP levels in yeast, primary screen, S. cerevisiae, multiplex flow cytometry, MLPCN library | actives 0.51% (n = 330,000) | S. cerevisiae MEP2-GFP strain, 3 h; 100% = DMSO control level | GFP response vs DMSO, % at 10 µM;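 active = GFP response versus DMSO above a set limit, roughly screen mean plus 3 SD, cut at about 180% in these data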;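 also: median GFP fluorescence of the barcode-gated MEP2-GFP cells per well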
CIT2-GFP yeast – modulators of CIT2-GFP expression in yeast, primary screen, S. cerevisiae, GFP fusion, multiplex flow cytometry, MLPCN library; S. cerevisiae CIT2-GFP strain, 3 h; 100 means same as DMSO wells; AID 2029, 2009; GFP response vs DMSO, % at 10 µM; actives 0.065% (n = 320,000);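 active = GFP response relative to DMSO above a set limit, near the screen mean plus 3 SD, cut at about 150% in these data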;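 also: ratio of well median GFP fluorescence to mean of DMSO wells on the plate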
GRK2 inh – compounds blocking aptamer binding on GRK2 – biochemical, human GRK2, bead flow cytometry, HTS, primary screen; FAM-aptamer displacement from GRK2; inhibition of aptamer binding, % at 10 µM; actives 0.59% (n = 330,000);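 active = inhibition of aptamer binding above 40%, roughly 3 SD of noise, on plates passing a quality check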;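 also: median bead fluorescence of bound FAM aptamer so fluorescent compounds give negative values; no value below 0 was filed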
VLA-4 inh – inhibition in human VLA-4 binding assay, primary screen, VLA-4 allosteric modulator project, MLPCN library, flow cytometry, VLA-4 expressing cells; ligand binding flow cytometry; inhibition, % (about 7 µM as worked out from the volumes in the protocol); actives 0.2% (n = 330,000); in the data active = inhibition above about 50%
Target sequence (P13612 whole entry, looked up): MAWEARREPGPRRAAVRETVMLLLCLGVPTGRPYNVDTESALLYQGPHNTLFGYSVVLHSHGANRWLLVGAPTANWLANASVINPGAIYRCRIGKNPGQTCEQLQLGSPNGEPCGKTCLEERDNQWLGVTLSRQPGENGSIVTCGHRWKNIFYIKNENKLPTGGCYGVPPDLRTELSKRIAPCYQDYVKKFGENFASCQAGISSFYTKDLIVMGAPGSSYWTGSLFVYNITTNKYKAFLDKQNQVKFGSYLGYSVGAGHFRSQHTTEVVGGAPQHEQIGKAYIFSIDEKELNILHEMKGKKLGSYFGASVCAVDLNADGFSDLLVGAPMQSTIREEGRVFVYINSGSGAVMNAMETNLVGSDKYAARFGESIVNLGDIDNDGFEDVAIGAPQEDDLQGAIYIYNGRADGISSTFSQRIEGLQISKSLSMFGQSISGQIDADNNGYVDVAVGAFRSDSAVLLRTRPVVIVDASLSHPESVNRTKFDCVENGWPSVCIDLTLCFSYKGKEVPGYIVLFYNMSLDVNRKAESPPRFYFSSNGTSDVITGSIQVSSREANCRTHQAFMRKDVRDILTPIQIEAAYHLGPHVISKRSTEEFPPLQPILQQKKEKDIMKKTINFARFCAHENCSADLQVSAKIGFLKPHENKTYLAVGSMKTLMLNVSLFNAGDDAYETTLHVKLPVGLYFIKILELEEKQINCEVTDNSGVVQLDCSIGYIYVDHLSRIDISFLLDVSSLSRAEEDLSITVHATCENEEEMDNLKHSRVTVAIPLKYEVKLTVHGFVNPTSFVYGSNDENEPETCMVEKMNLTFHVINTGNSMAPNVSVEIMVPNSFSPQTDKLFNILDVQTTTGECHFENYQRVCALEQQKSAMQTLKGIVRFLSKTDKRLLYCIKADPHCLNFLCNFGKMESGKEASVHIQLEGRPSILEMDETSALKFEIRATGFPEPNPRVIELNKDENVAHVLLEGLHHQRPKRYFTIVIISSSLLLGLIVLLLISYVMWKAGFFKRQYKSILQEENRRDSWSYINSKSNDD
AGP1-GFP MLPCN – modulators of AGP1-GFP expression in yeast TOR pathway, primary screen, cell-based, multiplex flow cytometry, S. cerevisiae, MLPCN library; 3 h; GFP as percent of DMSO wells; GFP response vs DMSO, % at 10 µM; actives 0.02% (n = 320,000);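 active = GFP response relative to DMSO above a set limit, near screen average plus 3 SD, cut at about 150% in these data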;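 also: median GFP channel fluorescence of the gated AGP1 strain per well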
The depositor's hits bear a star; x = no result given. No enrichment for hits (roughly 1.7% active in at least one column).

SMILES | CR mimetic SO | LAP4-GFP MLPCN | RPL19A-GFP yeast | MEP2 TOR yeast | CIT2-GFP yeast | GRK2 inh | VLA-4 inh | AGP1-GFP MLPCN
N#CCCN1CCN(S(=O)(=O)c2ccc(S(=O)(=O)N3CCOCC3)cc2)CC1 | 105.6 | 99.2 | 101.8 | 96.6 | 96.7 | 1.0 | 2.8 | 100.0
COc1ccc(N2CC(NC(=O)N(C)CCC#N)CC2=O)cc1 (stereo unspecified) | 94.7 | 104.6 | 101.9 | 104.0 | 102.9 | 3.0 | 1.0 | 101.2
CCN1C(=O)[C@H]2[C@@H](c3ccc(OC)cc3)N3C(=O)CN(CCOC)C(=O)[C@@]3(C)[C@H]2C1=O | 97.3 | 116.5 | 100.0 | 93.0 | 95.7 | 2.0 | 8.5 | 87.2
O=C(Nc1cccc(C(F)(F)F)c1)n1cc(-c2ccccn2)c(N2CCOCC2)n1 | 99.0 | 95.5 | 101.8 | 102.0 | 100.6 | 0.0 | 0.3 | 99.0
Cc1cc(C)c(C)c(S(=O)(=O)N2CCC(C(=O)NCCCN3CCOCC3)CC2)c1C | 110.9 | 93.4 | 89.7 | 93.3 | 90.3 | 0.0 | 17.7 | 87.4
CN(C)c1nc(N)nc(CSc2ncc(Cl)cc2Cl)n1 | 88.1 | 113.3 | 98.1 | 111.1 | 99.4 | 0.0 | 5.8 | 98.5
CCNC(=O)NC1(C(=O)N2CCC(Cc3ccccc3)CC2)CCCCC1 | 103.0 | 95.6 | 101.9 | 104.3 | 103.2 | 0.0 | -6.8 | 94.3
CC(C)c1nc(SCC(=O)Nc2ccc(N3CCOCC3)cc2)c2ccccc2n1 | 99.2 | 105.8 | 102.3 | 106.0 | 99.8 | 0.0 | 0.6 | x
Cc1ccc(SCc2c(-c3ccccc3)nn(C)c2Cl)cc1 | 112.2 | 108.5 | 106.9 | 113.6 | 102.0 | 1.0 | 4.4 | 99.6
N#Cc1c(N)oc(-c2cccs2)c1-c1cccs1 | 100.9 | 98.7 | 99.1 | 100.0 | 101.2 | 2.0 | 5.6 | 98.4

Ordered by number of heavy atoms (descending): 7 of the compounds above
SMILES | CR mimetic SO | LAP4-GFP MLPCN | RPL19A-GFP yeast | MEP2 TOR yeast | CIT2-GFP yeast | GRK2 inh | VLA-4 inh | AGP1-GFP MLPCN
CCN1C(=O)[C@H]2[C@@H](c3ccc(OC)cc3)N3C(=O)CN(CCOC)C(=O)[C@@]3(C)[C@H]2C1=O | 97.3 | 116.5 | 100.0 | 93.0 | 95.7 | 2.0 | 8.5 | 87.2
O=C(Nc1cccc(C(F)(F)F)c1)n1cc(-c2ccccn2)c(N2CCOCC2)n1 | 99.0 | 95.5 | 101.8 | 102.0 | 100.6 | 0.0 | 0.3 | 99.0
N#CCCN1CCN(S(=O)(=O)c2ccc(S(=O)(=O)N3CCOCC3)cc2)CC1 | 105.6 | 99.2 | 101.8 | 96.6 | 96.7 | 1.0 | 2.8 | 100.0
CCNC(=O)NC1(C(=O)N2CCC(Cc3ccccc3)CC2)CCCCC1 | 103.0 | 95.6 | 101.9 | 104.3 | 103.2 | 0.0 | -6.8 | 94.3
COc1ccc(N2CC(NC(=O)N(C)CCC#N)CC2=O)cc1 (stereo unspecified) | 94.7 | 104.6 | 101.9 | 104.0 | 102.9 | 3.0 | 1.0 | 101.2
Cc1ccc(SCc2c(-c3ccccc3)nn(C)c2Cl)cc1 | 112.2 | 108.5 | 106.9 | 113.6 | 102.0 | 1.0 | 4.4 | 99.6
CN(C)c1nc(N)nc(CSc2ncc(Cl)cc2Cl)n1 | 88.1 | 113.3 | 98.1 | 111.1 | 99.4 | 0.0 | 5.8 | 98.5

(listing goes on)
SMILES | CR mimetic SO | LAP4-GFP MLPCN | RPL19A-GFP yeast | MEP2 TOR yeast | CIT2-GFP yeast | GRK2 inh | VLA-4 inh | AGP1-GFP MLPCN
COC(=O)N/N=C/c1cc(C)n(-c2ccc(F)cc2)c1C | 99.0 | 104.3 | 94.9 | 94.9 | 102.7 | 0.0 | -1.2 | 104.4
CN(CC(=O)Nc1cccc(S(=O)(=O)N2CCOCC2)c1)CC(=O)Nc1ccc(Cl)c(C(F)(F)F)c1 | 96.4 | 89.9 | 87.3 | 91.5 | 91.9 | 0.0 | -4.0 | 92.0
COc1ccccc1N(C)S(=O)(=O)c1ccc(C(=O)Nc2nc(C)c(C(C)=O)s2)cc1 | 92.8 | 98.6 | 99.3 | 97.8 | 95.8 | 2.0 | -9.2 | 107.6
Cc1nc2ccc(S(=O)(=O)Nc3ccccc3C)cc2s1 | 96.8 | 101.3 | 92.9 | 102.8 | 91.8 | 0.0 | -5.1 | 96.5
COc1ccc(CC(=O)NCc2cccs2)cc1 | 80.7 | 101.6 | 96.4 | 104.6 | 91.1 | 1.0 | 3.5 | 103.2
CC1CCC(C(C)C)C(OC(=O)CSc2nccc(=O)[nH]2)C1 (stereo unspecified) | 94.1 | 106.1 | 103.1 | 103.7 | 103.3 | 0.0 | -2.2 | 104.3
O=S(=O)(NCC1CCCO1)c1ccc2c(c1)OCCO2 (stereo unspecified) | 87.3 | 104.4 | 100.1 | 109.8 | 107.6 | 2.0 | -10.6 | 104.2
CCOC(=O)N1CCN(C(=O)c2ccc3c(=O)n(-c4ccc(F)cc4)c(=S)[nH]c3c2)CC1 | 88.7 | 101.9 | 99.6 | 102.0 | 105.0 | 9.0 | 6.0 | 107.8
CC(=O)C1=C(O)C(=O)N(c2ccc(O)cc2)C1c1ccc([N+](=O)[O-])cc1 (stereo unspecified) | 97.2 | 106.1 | 111.9 | 100.3 | 104.6 | 1.0 | 8.7 | 108.7
CCOC(=O)c1sc(/N=C/N(C)C)c(C(=O)OCC)c1C | 90.9 | 107.4 | 94.1 | 105.6 | 94.9 | 3.0 | -3.5 | 98.8
COc1ccc(C(CCNCc2ccc(N(C)C)cc2)C(C)C)cc1 (stereo unspecified) | 105.5 | x | 103.0 | 103.7 | x | 0.0 | 2.2 | x
CC[C@]12c3[nH]c4ccccc4c3CCN1C(=O)C(CC(=O)NCC13CC4CC(CC(C4)C1)C3)C[C@@H]2C(=O)N1CCN(C(=O)C2CC2)CC1 (stereo partly specified) | 97.0 | 88.7 | 90.8 | 94.9 | 86.7 | 2.0 | -6.0 | 90.1
O=C(CNC(=O)c1ccc(-c2ccccc2)cc1)Nc1ccc(S(=O)(=O)Nc2ncccn2)cc1 | 83.5 | 108.1 | 97.3 | 99.5 | 98.0 | 2.0 | 9.6 | 98.3
CN(C)S(=O)(=O)Oc1ccsc1C(=O)Nc1ccc(Cl)c(Cl)c1 | 101.1 | 114.5 | 99.6 | 102.9 | 94.1 | 1.0 | -3.8 | 93.6
Clc1ccc(-c2csc(NNC3=NCCCCC3)n2)cc1 | 110.0 | 108.9 | 101.9 | 101.1 | 102.7 | 0.0 | 30.1 | 105.7
COc1cccc(CNC(=O)CCC2CCCN(C(=O)CCC(F)(F)F)C2)c1 (stereo unspecified) | 103.5 | 104.4 | 94.1 | 93.1 | 94.1 | 1.0 | 14.8 | 100.2
CCc1nnc(NC(=O)CSc2ccc(-c3ccc(C)cc3)nn2)s1 | 94.8 | 100.7 | 99.0 | 104.7 | 119.8 | 1.0 | 12.3 | 111.3
O=C(NCCCNC(=O)c1ccco1)c1ccc(Cl)cc1 | 89.7 | 102.5 | 105.8 | 101.6 | 88.2 | 1.0 | 0.2 | 95.5
O=C(CN1C(=O)C2C3C=CC(C3)C2C1=O)N1CC(=O)N(CCc2ccccc2)C(=O)C1 (stereo unspecified) | 105.4 | 97.7 | 98.5 | 106.5 | 90.8 | 2.0 | 2.3 | 99.3
O=C(COc1ccccc1)N1CCN(c2ccc([N+](=O)[O-])c(N3CCCCC3)c2)CC1 | 109.0 | 98.6 | 100.0 | 95.4 | 92.9 | 0.0 | 7.5 | 103.2
Nc1nc(C(F)(F)F)cc(=O)n1N | 83.8 | 90.2 | 91.1 | 100.0 | 93.0 | 0.0 | -7.8 | 92.2
COc1ccccc1C(=O)Nc1c(C(=O)N2CCN(C)CC2)oc2ccccc12 | 95.3 | 89.7 | 97.4 | 94.6 | 100.0 | 0.0 | 8.7 | 93.9
NC(=O)C1CCCN(C(=O)CCCNC(=O)c2ccc(Cl)cc2)C1 (stereo unspecified) | 83.5 | 91.0 | 102.8 | 101.7 | 110.2 | 0.0 | 9.0 | 97.3
O=C(Cn1c(-c2ccccc2)noc1=O)N1CCC(Cc2ccccc2)CC1 | 95.2 | 101.2 | 93.9 | 95.9 | 100.5 | 0.0 | 4.5 | 102.0
O=C(Nc1ccc(Cl)c(S(=O)(=O)N2CCOCC2)c1)c1ccccc1-c1ccc(C(F)(F)F)cc1 | 92.0 | 91.4 | 93.1 | 96.3 | 91.0 | 0.0 | 3.6 | 91.0
Cc1ccc2nc(-c3cccc(Br)c3)cc(C(=O)Nn3cnnc3)c2c1 | 120.3 | 103.2 | 102.7 | 101.0 | 102.3 | 1.0 | 12.8 | 106.2
Cc1ccccc1N1CCN(C(=S)c2ccc([N+](=O)[O-])cc2)CC1 | 87.7 | 99.6 | 101.4 | 105.8 | 105.8 | 0.0 | -4.3 | 106.8
O=C(O)c1ccc(-n2cc(C(=O)c3ccccc3O)cn2)cc1 | 125.6 | 94.8 | 100.8 | 106.9 | 100.7 | 5.0 | 2.6 | 82.5
COCCCNC(=O)Nc1ccc(F)cc1F | 105.9 | 93.4 | 99.8 | 102.9 | 99.9 | 28.0 | 6.1 | 104.3
CC(=O)Nc1ccc(OCC(O)CN2CCCCC2C)cc1 (stereo unspecified) | 97.3 | 94.8 | 98.9 | 92.7 | 98.3 | 0.0 | -6.0 | 100.6
COc1cccc(C(=O)Nc2ccc(S(=O)(=O)NCc3ccco3)cc2)c1 | 91.8 | 100.1 | 105.5 | 96.6 | 97.2 | 1.0 | 11.7 | 110.2
CCOc1ccc(NC(=O)c2c(NC(=O)CNCCN3CCOCC3)sc3c2CCC3)cc1 | 98.0 | 98.6 | 98.7 | 95.3 | 98.4 | 0.0 | 5.9 | 101.3
CCc1ccc(-n2cccc2/C=C2/C(=N)N3C(=NC2=O)SN=C3S(C)(=O)=O)cc1 | 101.2 | 94.8 | 104.0 | 102.2 | 105.9 | 0.0 | 12.9 | 102.3
COc1ccc(NC(=O)CSc2c3c(nc4ccccc24)CCC3)c(OC)c1 | 110.0 | 98.6 | 98.2 | 106.7 | 95.6 | 0.0 | 8.9 | 99.0
COc1ccc(/C=C(\C#N)C(=O)c2c(C)[nH]c3ccccc23)cc1OC | 161.5 | 89.6 | 103.8 | 82.8 | 87.3 | 0.0 | -8.9 | 83.2
COC(=O)c1ccc(C)c(NC(=O)CN(c2ccccc2)S(=O)(=O)N(C)C)c1 | 95.9 | 98.0 | 98.6 | 98.3 | 97.2 | 0.0 | 1.2 | 99.4
Cc1ccc(C)c(NC(=S)N(C2CCCCC2)C(C)c2cccnc2)c1 (stereo unspecified) | 96.1 | 106.6 | 97.0 | 96.2 | 109.8 | 4.0 | -2.4 | 107.9
O=C1CSC(c2cccc(O)c2)N1Cc1ccccc1 (stereo unspecified) | 93.2 | 83.8 | 107.1 | 106.9 | 111.0 | 0.0 | -2.5 | 97.9
CCOCCOC(=O)C(C)Oc1ccc(Oc2nc(Cl)ccc2Cl)cc1 (stereo unspecified) | 126.1 | 97.2 | 100.6 | 70.3 | 95.9 | 0.0 | -1.7 | 89.5
CCN1CCN(CC(=O)Nc2ccc(S(=O)(=O)N3C(C)CCCC3C)cc2)CC1 (stereo unspecified) | 112.5 | 88.0 | 91.6 | 100.4 | 70.9 | 5.0 | -7.1 | 80.0
CCOc1ncccc1C(=O)N(C)CC(=O)Nc1ccccc1SC | 96.5 | 95.3 | 100.6 | 98.2 | 107.4 | 0.0 | 13.9 | 99.3
O=C1C2CC=C(Cl)CC2C(=O)N1c1ncn[nH]1 (stereo unspecified) | 102.5 | 107.2 | 95.9 | 93.2 | 97.1 | 5.0 | 6.9 | 97.1
